High-throughput results from PubChem.
LmPK inh = LmPK (Leishmania mexicana) enzyme inhibition; purified LmPK, Kinase-Glo ATP luminescence, 1 h; Potency, µM (highest dose often 57.5 µM), for inactives: top-dose activity change, negative = inhibition, most hits filed as inhibitors; 290,000 compounds, 0.37% hits; AID 1721; note: potency is the fitted concentration of half-maximal effect; % is set by controls: 0 for no effect and ±100 for the full control effect
Target sequence (Q27686 whole entry, looked up): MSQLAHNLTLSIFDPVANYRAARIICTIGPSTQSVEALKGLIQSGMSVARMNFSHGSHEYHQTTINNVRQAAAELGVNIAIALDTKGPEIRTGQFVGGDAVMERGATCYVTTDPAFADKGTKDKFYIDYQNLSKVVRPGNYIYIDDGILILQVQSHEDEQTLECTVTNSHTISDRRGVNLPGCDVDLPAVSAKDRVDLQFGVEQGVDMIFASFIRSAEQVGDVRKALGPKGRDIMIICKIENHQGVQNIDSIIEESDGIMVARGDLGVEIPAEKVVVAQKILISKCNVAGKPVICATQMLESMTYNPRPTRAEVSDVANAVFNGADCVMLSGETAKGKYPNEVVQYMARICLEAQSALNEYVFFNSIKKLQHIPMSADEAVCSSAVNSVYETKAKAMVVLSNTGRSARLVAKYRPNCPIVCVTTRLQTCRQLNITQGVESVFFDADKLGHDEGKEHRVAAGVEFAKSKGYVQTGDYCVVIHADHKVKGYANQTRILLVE
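qHTS format; LmPK 0.1 nM; substrates PEP 0.5 mM and ADP 0.1 mM. One-hour room-temperature incubation, then coupled luciferase luminescence; 0.5 nM enzyme wells mark activation.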
Cycloheximide cs = affects cycloheximide protein synthesis inhibition readout, counter-screen; cell reporter, cycloheximide protein synthesis inhibition counterscreen; max response, %; 300,000 compounds, 12% hits; AID 2314; in the data active = max response mostly above about 13%, no sharp cut-off; inactive = mostly below about 14%; note: read at 38.3 µM for the half of the compounds with a filed dose; 0% is about no effect
Shiga toxin inh = blocks Shiga toxin action in Vero cells. Vero cells, Shiga toxin protein synthesis inhibition reporter. inhibition, % at 38.7 µM. 290,000 compounds, 9.2% hits. AID 2315; in the data active = inhibition mostly above about 28%, no sharp cut-off; inactive = mostly below about 43%; note: 0% is about no effect
Pf growth 96h = inhibits malaria parasite growth, 96 h | P. falciparum luciferase reporter growth, 96 h | Potency, µM (series often up to 28.7 µM), for inactives: at the top dose activity change, negative = inhibition, usual class: inhibitors | 320,000 compounds, 6.9% hits | AID 504834; note: potency is the fitted concentration of half-maximal effect; % is set by controls: 0 for no effect and ±100 for the full control effect
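Delayed-death screen, second-generation endpoint: infected erythrocytes, 2% hematocrit, 0.05% parasitemia final; 96 hours at 37 C, 5% CO2; luciferase detection reagent; luminescence decrease equals reduced growth.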
Pf growth 48h = inhibits P. falciparum growth in the first generation, 48 h; P. falciparum luciferase growth in erythrocytes, 48 h; 310,000 compounds, 5.9% hits; Potency, µM (top dose mostly 28.7 µM), for the others: top-dose activity change, negative = inhibition, actives largely listed as inhibitors; AID 504832; note: potency is the fitted concentration of half-maximal effect; % is set by controls: 0 for no effect and ±100 for the full control effect
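In quantitative HTS format, infected erythrocytes bearing luciferase-reporter parasites were treated for a single generation at 37 C. Luminescence after adding detection reagent served as the growth measure.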
TbPYK inhibitor = inhibitors of Trypanosoma brucei pyruvate kinase. TbPYK enzyme, Kinase-Glo Plus ATP luminescence, 45 min. AID 624173. Potency, µM (series often up to 76.8 µM), for inactives: at the highest dose activity, negative = inhibition, actives largely listed as inhibitors. 410,000 compounds, 0.12% hits; note: potency is the fitted concentration of half-maximal effect; % is set by controls: 0 for no effect and ±100 for the full control effect; nearly all actives have a fitted effect of over 50% in size
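Quantitative HTS: titrated library compounds versus trypanosomal pyruvate kinase in TEA buffer (pH 7.2) containing KCl, MgCl2, BSA and Tween-20. Reactions were initiated with ADP, 130 uM final. Kinase-Glo Plus luminescence was read after 45 min at RT.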
AmpC inh no detg = inhibitors of E. coli AmpC beta-lactamase without detergent | P00811 | AmpC nitrocefin hydrolysis, absorbance 480 nm, 0.0001% Triton | Potency, µM (series often up to 57.1 µM), for the others: top-dose activity change, negative = inhibition, most hits filed as inhibitors | 330,000 compounds, 0.52% hits;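 note: potency is the fitted concentration of half-maximal effect; plate controls were no compound for no effect and no enzyme for full effect; nearly all actives have a fitted effect of over 20% in size; some results filed as inactive show a strong effect at the top dose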
Target sequence (P00811 whole entry, looked up): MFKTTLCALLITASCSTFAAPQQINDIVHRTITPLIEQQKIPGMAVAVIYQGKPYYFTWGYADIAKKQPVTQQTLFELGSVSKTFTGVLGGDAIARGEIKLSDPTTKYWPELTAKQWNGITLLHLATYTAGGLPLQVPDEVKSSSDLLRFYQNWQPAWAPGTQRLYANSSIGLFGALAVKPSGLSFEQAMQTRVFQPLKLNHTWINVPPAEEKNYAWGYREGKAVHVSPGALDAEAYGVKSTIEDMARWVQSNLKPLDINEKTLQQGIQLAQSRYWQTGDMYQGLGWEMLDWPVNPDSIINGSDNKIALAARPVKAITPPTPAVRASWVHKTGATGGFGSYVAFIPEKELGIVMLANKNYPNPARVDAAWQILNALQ
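20 mM phosphate pH 7.0 + 0.01% (detergent screen) or 0.0001% Triton X-100; 5.3 nM AmpC reagent; cpd preinc 15 min RT; nitrocefin (800 uM stock) to start; A480 q20 s × 4 min; Activity was normalised to no-enzyme and no-compound control wells.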
The depositor's hits bear a star; ? = inconclusive; . = no result given; [ ] = dose if it differs, or a comment. Unless noted, calls come from the whole dose curve; as a rule, active = well fitted curve in the direction sought with a large enough effect; inconclusive = small, poorly fitted or top-dose-only effect, or another doubt; inactive = no such curve, though single readings can be large; an effect the other way counts as inactive or inconclusive.

Structure | Pf growth 48h | Pf growth 96h | LmPK inh | Shiga toxin inh | AmpC inh no detg | Cycloheximide cs | TbPYK inhibitor
Cc1nnc(SCC(N)=O)n1CC1CCCO1 (centres undefined) | 3% | . | -5% | 29 | -24% | -2 | -12%
CC(=O)c1ccc(S(=O)(=O)NCCC(=O)OCC(=O)NCCc2ccccc2)cc1 | 6% | -6% | 0% | -10 | 5% | 10 | 8%
O=C(c1ccc(OC2CCN(Cc3ccccc3OC(F)F)CC2)cc1)N1CCCC1 | ? | ? | 6% | -16 | 117%[activator] | 8 | 14%
O=C(c1cccs1)N1CCN(S(=O)(=O)N2CCOCC2)CC1 | 3% | 8% | -1% | 8 | -17% | -2 | -11%
O=C(Cn1cnc2c(cnn2-c2ccc(F)cc2)c1=O)NCc1ccco1 | 38%[activator] | 201%[activator] | 1% | -3 | -13% | -2 | -1%
Cc1ccc(-c2csc(NC(=O)c3ccno3)n2)cc1 | . | 57%[activator] | 8% | 21 | -54% | 22* | 8%
C/C(CC(=O)NCC(C)C)=N\NC(=O)COc1cc(C)c(Br)cc1Br | -6% | -29% | 0% | -14 | 121%[activator] | -2 | -2%
COc1ccc(-c2c(NC(=O)c3ccco3)n(-c3ccccc3)nc(C)c2=O)cc1 | -8% | -21% | -1% | -4 | -14% | 0 | -3%
Cc1sc(NC(=O)C2CCCCC2C(=O)O)c(C(N)=O)c1-c1ccc(C(C)C)cc1 (centres undefined) | -5% | 67%[activator] | 3% | 3 | -18% | -2 | -3%
Cn1cc(SCC(=O)NCc2ccc3c(c2)OCO3)c2ccccc21 | -5% | 11% | 7% | -3 | -6% | -3 | 0%
O=C(CCC1CCCN(C(=O)CCCc2ccccc2)C1)N1CCN(c2ccccn2)CC1 (centres undefined) | ? | ? | 1% | 51 | 102%[activator] | 22* | 2%
O=c1[nH]ncc(N2CCN(C(c3ccccc3)c3ccccc3)CC2)c1Cl | ? | ? | 2% | -3 | -7% | -1 | -12%
COc1ccc(CN2CCN(S(=O)(=O)c3ccc(F)cc3)CC2)cc1OC | . | . | 2% | -7 | 35% | -3 | 6%
Cc1c(NC(=O)/C(C#N)=C/c2ccc(-c3ccccc3Cl)o2)c(=O)n(-c2ccccc2)n1C | 5% | 33%[activator] | 1% | -10 | 79%[activator] | -2 | -5%
COc1ccc(S(=O)(=O)NCc2c(-c3ccccc3)noc2C)c(OC)c1 | ? | -14% | 7% | 6 | 0% | -2 | 3%
CCOC(=O)C1C(=O)CC(C)(O)C(C(=O)OCC)C1c1ccc(Br)o1 (centres undefined) | ? | . | 5% | 13 | 20% | 5 | ?
Cc1ccc(CN2CCCOCCS2(=O)=O)cc1 | 22% | 45%[activator] | -4% | -7 | 3% | 1 | -3%
CC(=O)Nc1cccc(/C(C)=N/NC(N)=S)c1 | 12% | 44%[activator] | -4% | -9 | -12% | 8 | -11%
CCCc1ncc(C(O)c2cccc(OC)c2)n1C (centres undefined) | 1% | 41%[activator] | 5% | 14 | 0% | -2 | 2%
COc1cc(CN(C)Cc2nc3cc(C(F)(F)F)ccc3c(=O)[nH]2)ccc1OC(F)F | ? | ? | 3% | -2 | 53% | 1 | 9%
Cc1cc(N)ccc1NC(=O)CN1CCCC1 | 32%[activator] | ? | -3% | -3 | -15% | 11 | -1%
COC(=O)c1ccc(CSc2ncnc3c2nnn3-c2ccc(F)cc2)o1 | 1µM* | 20% | 5% | 13 | -3% | -3 | 3%
CN1C(=O)[C@@H]2[C@@H]3C[C@@H]([C@H]4ON=C(c5ccc(Cl)cc5)[C@@H]34)[C@@H]2C1=O | 5% | -16% | 0% | -11 | -11% | -3 | -2%
O=C(NCCCN1CCN(c2ccccc2F)CC1)C1CCN(S(=O)(=O)N2CCOCC2)CC1 | -15% | 13% | 3% | -15 | 82%[activator] | 4 | -7%
COc1ccccc1N1CCN(c2ccc3ccccc3n2)CC1 | 104%[activator] | 180%[activator] | -8% | 70* | 58% | 45* | 0%
COc1ccc(CCNC(=O)C2CC(=O)N(C3CCCCC3)C2)cc1OC (centres undefined) | 4% | ? | 4% | -12 | -8% | 8 | 11%
Oc1ccc(N=Nc2n[nH]c(-c3ccc(Br)cc3)n2)cc1 | 7% | 68%[activator] | -4% | 24 | -38% | 20* | -4%
COc1cc2c(cc1OC)C1=C(C#N)CCC(=NC(=O)c3ccco3)N1CC2 | -7% | 14% | 1% | -15 | -15% | -3 | 1%
CC(C)Cc1nc2oc3c(=O)[nH]cnc3c2c2c1CCC2 | -8% | ? | 0% | -11 | 82%[activator] | -2 | -6%
Cc1cccc(NC(=O)CN2C(=O)c3ccccc3S2(=O)=O)n1 | -14% | -2% | . | . | 121%[activator] | . | -3%
Nc1nc(NC2CCCCC2)nc(NCCO)c1[N+](=O)[O-] | ? | -29% | -3% | -7 | -8% | 1 | 2%
CC(C)Cn1c(NCCN(C)C)nc2c1c(=O)[nH]c(=O)n2C | 17% | . | 1% | 42 | -11% | 13 | -7%
O=C(CCCN1C(=O)/C(=C/c2cccc(Br)c2)SC1=S)Nc1ccccn1 | ? | ? | 0% | -5 | -27% | -2 | 5%
CS(=O)(=O)c1ncc(CO)n1Cc1ccccc1 | 4% | 11% | 2% | -15 | -12% | -4 | -1%
O=C1C=C(c2ccccc2)C(=O)N1Nc1ccccc1 | . | 14% | 0% | -19 | -31% | -2 | ?
O=C(Nc1ccccc1N1CCOCC1)C1Cc2ccccc2CN1C(=O)c1ccco1 (centres undefined) | 10µM* | . | 3% | -13 | 40% | -3 | 4%
CCOC(=O)c1nnn(-c2nonc2-n2cccc2)c1-c1cccc([N+](=O)[O-])c1 | ? | 0% | -2% | 27 | -7% | 9 | -15%
Cc1cc(C[n+]2ccsc2N)c2ncccc2c1 | 26% | ? | -5% | -6 | -18% | 1 | -3%
Cc1cc(F)ccc1NC(=O)c1cccnc1 | 1% | -10% | 0% | -8 | -9% | -1 | -1%
O=C(COC(=O)c1ccc(Br)o1)c1ccc(S(=O)(=O)N2CCCCC2)cc1 | 12% | ? | . | . | -29% | . | 8%
Cc1cc(NC(=O)CSc2nnnn2-c2ccc(C)c(Cl)c2)no1 | 35%[activator] | -13% | 7% | -14 | -31% | 1 | -7%
CCOC(=O)[C@H]1[C@H]2COc3ccc(Br)cc3[C@@H]2N2C(=O)c3cc(OC)c(OC)cc3NC(=O)[C@@]12C | 9.3µM* | ? | . | . | 117%[activator] | . | -2%
COc1ccccc1OCc1nc(-c2cccc([N+](=O)[O-])c2)no1 | 1% | 41%[activator] | 4% | 24 | -25% | 16 | -1%
COc1ccc(NC(C)C(=O)N/N=C/c2ccc([N+](=O)[O-])s2)cc1 (centres undefined) | ? | 27% | 9% | -19 | -25% | -2 | 2%
COc1ccc(N2CC(C(=O)N/N=C/c3c[nH]c4ccccc34)CC2=O)cc1 (centres undefined) | 7% | 21% | 1% | -12 | -36% | -2 | 1%
Oc1nc(-c2ccc(Br)cc2)n2ccncc12 | 13% | ? | -1% | -3 | -3% | 1 | -2%
CSc1ncccc1C(=O)Nc1cccc(S(=O)(=O)N(C)c2ccccc2)c1 | 9.3µM* | ? | . | . | -7% | . | 3%
O=C(NC1CCCc2ccccc21)c1ccc(Cl)nc1 (centres undefined) | . | -18% | -1% | -18 | -17% | 0 | 3%
CCc1n[nH]c2c1/C(=N\O)CC(c1ccccc1)C2 (centres undefined) | ? | . | -5% | 20 | -17% | 12 | 10%
O=[N+]([O-])c1cccc(NC(=S)N2CCc3ccccc32)c1 | 9% | ? | 0% | 58* | -38% | 32* | -19%
O=C(O)CCC(=O)NCC1OCCc2ccccc21 (centres undefined) | 3% | ? | 0% | -17 | 1% | 8 | -1%
CC1CC2(CC(C)(C(=O)CSc3nc4ccccc4s3)OC2=O)C(=O)O1 (centres undefined) | 4% | . | 2% | -9 | -22% | -3 | 3%
Cc1cc(C)n2nc(SC(C)C(=O)N(C)c3ccccc3)nc2n1 (centres undefined) | ? | ? | . | . | -13% | . | 1%
CCCNC(=O)C(Cc1ccc(Cl)cc1)NC(=O)c1ccc(-c2ccccc2)cc1 (centres undefined) | -12% | ? | . | . | -12% | . | 5%
C/C(=N\O)c1cccc(Br)c1 | ? | -4% | 1% | 10 | -23% | -2 | 1%
CCc1cc2cccc(C)c2nc1SCC(=O)Nc1nonc1C | ? | -11% | 7% | 17 | -29% | -5 | 2%
COc1cccc(/C=N/NC(=O)c2ccc3nc[nH]c3c2)c1 | 52%[activator] | 50%[activator] | -3% | 37 | -20% | 6 | -2%
CCC(c1nnc(SCC(=O)Nc2nnc(-c3ccccc3)o2)o1)N(C)C (centres undefined) | 22% | 27% | -2% | -3 | -22% | 7 | -1%
CCCOC(=O)N[C@@H]1C(=O)N2C(C(=O)OCCC)=C(C)CS[C@H]12 | 9% | 0% | -2% | -6 | 0% | -2 | -14%
CO/N=C/C(C(C)=O)C(=O)Nc1ccc(Cl)cc1Cl (centres undefined) | 41%[activator] | 36%[activator] | 1% | -11 | 4% | 11 | -3%

The listing continues:
Structure | Pf growth 48h | Pf growth 96h | LmPK inh | Shiga toxin inh | AmpC inh no detg | Cycloheximide cs | TbPYK inhibitor
CN(c1ccc(C(=O)NCCCn2ccnc2)cc1)S(C)(=O)=O | 15% | -11% | 0% | -3 | -10% | -1 | 0%
CC(C)c1ccc(NC(=O)CSc2n[nH]c(=O)n2-c2cccnc2)cc1 | -3% | 13µM* | -10% | -11 | 0% | -2 | 1%
COc1ccccc1/C=N/Nc1nccnc1Cl | . | -10% | 16µM* | 66* | -3% | 35* | -5%
Cc1cccc(C)c1NC(=O)CN1C(=O)COc2ccccc21 | 15% | ? | 4% | . | -4% | 7 | -2%
CC1CCc2sc(C(=O)Nc3ccc(N4CCOCC4)cc3)cc2C1 (centres undefined) | ? | ? | -1% | 25 | 83%[activator] | 11 | -3%
Fc1ccc(N2CCN(Cc3cnc(Oc4ccc(Br)cc4)s3)CC2)cc1 | 10% | . | 1% | -22 | 1% | 1 | 2%
Cc1ccc(N(Cc2cc3ccc(C)cc3[nH]c2=O)S(=O)(=O)c2ccccc2)cc1 | ? | -3% | -3% | -7 | -25% | 0 | -3%
COc1ccccc1CNC(=O)C(=O)c1cn(CC(=O)N2CCCC2)c2ccccc12 | ? | ? | -5% | 62* | 114%[activator] | 20* | 1%
Cc1cc(C(=O)NCC(c2ccco2)N2CCCC2)c2ccccc2n1 (centres undefined) | ? | 10µM* | . | . | -12% | . | -7%

Shown with values under each structure: part of the list above.
Below each SMILES: Pf growth 48h	Pf growth 96h	LmPK inh	Shiga toxin inh	AmpC inh no detg	Cycloheximide cs	TbPYK inhibitor
> O=[N+]([O-])c1cccc(NC(=S)N2CCc3ccccc32)c1
  9%	?	0%	58*	-38%	32*	-19%
> Oc1nc(-c2ccc(Br)cc2)n2ccncc12
  13%	?	-1%	-3	-3%	1	-2%
> CC(C)Cc1nc2oc3c(=O)[nH]cnc3c2c2c1CCC2
  -8%	?	0%	-11	82%[activator]	-2	-6%
> CC(C)c1ccc(NC(=O)CSc2n[nH]c(=O)n2-c2cccnc2)cc1
  -3%	13µM*	-10%	-11	0%	-2	1%
> Cc1cc(C)n2nc(SC(C)C(=O)N(C)c3ccccc3)nc2n1 (centres undefined)
  ?	?	.	.	-13%	.	1%
